CCT chaperon mod: changes cytosolic chaperonin activity; purified chaperonin ATPase assay, HTRF ADP detection, 30 min; activity change, % (no concentration beside the values), hits read low; 360,000 tested, 0.3% active; AID 651819; in the data active = activity change below about -30%; note: % is set by controls: 0 for no effect and ±100 for the full control effect
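First, chaperonin was dispensed at 40 nM or 20 nM final depending on batch activity. Next, compounds were pinned at 76 uM and ATP added at 10 uM. After 30 min at 37 °C, ADP detection reagents ran 30 min at ambient temperature.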
Nrf2 activator: activators of Nrf2 (ARE) signaling; AREc32 ARE-luciferase reporter (MCF7-derived line), luminescence, 24 h; Potency, µM (titrated, usually from 46.1 µM), inactives show top-dose activation, hits mostly activators; 410,000 tested, 0.31% active; note: potency is the fitted concentration of half-maximal effect; % of control where 0% means no effect; nearly all actives have a fitted effect of over 65% in size
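AREc32 cells carrying an ARE-driven firefly luciferase reporter were seeded at 1000 cells/well in OPTI-MEM with 5% FBS, then exposed to compound for 24 hr at 37 deg C. Luminescence was read with Steady-Glo after 30 min at RT.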
TGFb SMAD3 inh: TGF-b pathway inhibition; AID 588855; 410,000 tested, 1.2% active; Potency, µM (top dose mostly 46.1 µM), for inactives: at the top dose activity, negative = inhibition, actives largely listed as inhibitors; HepG2 CAGA-GFP TGF-b/SMAD3 reporter, GFP fluorescence, 18 h; TGF-beta stimulated, 500 pg/mL final; note: potency is the fitted concentration of half-maximal effect; % is set by controls: 0 for no effect and ±100 for the full control effect; nearly all actives have a fitted effect of over 65% in size
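Inhibition of TGF-beta-driven CAGA-GFP reporter expression in HEPG2 cells is measured by cellular GFP fluorescence after 18 h stimulation with 500 pg/mL recombinant TGF-beta in 1% FBS medium at 37 degrees C.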
MmCpn inh: blocks the Methanococcus maripaludis chaperonin Mm-Cpn. Potency, µM (titrated, usually from 76.9 µM), for the others: top-dose activity, negative = inhibition, actives largely listed as inhibitors. purified Mm-Cpn ATPase, ADP Transcreener TR-FRET. 330,000 tested, 0.031% active. AID 504842; note: potency is the fitted concentration of half-maximal effect; % is set by controls: 0 for no effect and ±100 for the full control effect; nearly all actives have a fitted effect of over 80% in size
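Quantitative HTS used 25 nM Mm-CPN and 10 uM ATP in magnesium/KCl Tris buffer, pH 7.4, with 1 mM DTT. Hydrolysis ran 30 min at 37°C; ADP was read by HTRF.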
Nrf2 block: blocks Nrf2 signaling. A549 ARE-Fluc reporter, luciferase luminescence, 18-24 h. 360,000 tested, 2.1% active. Potency, µM (highest dose often 46 µM), without a hit: at the top dose activity change, negative = inhibition, actives largely listed as inhibitors; note: potency is the fitted concentration of half-maximal effect; % is set by controls: 0 for no effect and ±100 for the full control effect; nearly all actives have a fitted effect of over 60% in size
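A549 ARE_Fluc cells, 5000/well, 5% FBS OPTI-MEM; compounds in dose-response, 18-24 h at 37 °C/5% CO2; CellTiter-Fluor viability read (Ex 405/Em 525), then BugLite luciferase luminescence = Nrf2 activity.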
EPAC2 ag: EPAC2 (human) agonism. Q8WZA2. AID 720711. 360,000 tested, 0.079% active. Potency, µM (doses to about 154 µM), inactives show at the top dose activation, most hits filed as activators. EPAC2 activation, biochemical qHTS; response scale: 100% = 6.5 mM cAMP response; note: potency is the fitted concentration of half-maximal effect; nearly all actives have a fitted effect of over 50% in size
Target sequence (Q8WZA2 whole entry, looked up): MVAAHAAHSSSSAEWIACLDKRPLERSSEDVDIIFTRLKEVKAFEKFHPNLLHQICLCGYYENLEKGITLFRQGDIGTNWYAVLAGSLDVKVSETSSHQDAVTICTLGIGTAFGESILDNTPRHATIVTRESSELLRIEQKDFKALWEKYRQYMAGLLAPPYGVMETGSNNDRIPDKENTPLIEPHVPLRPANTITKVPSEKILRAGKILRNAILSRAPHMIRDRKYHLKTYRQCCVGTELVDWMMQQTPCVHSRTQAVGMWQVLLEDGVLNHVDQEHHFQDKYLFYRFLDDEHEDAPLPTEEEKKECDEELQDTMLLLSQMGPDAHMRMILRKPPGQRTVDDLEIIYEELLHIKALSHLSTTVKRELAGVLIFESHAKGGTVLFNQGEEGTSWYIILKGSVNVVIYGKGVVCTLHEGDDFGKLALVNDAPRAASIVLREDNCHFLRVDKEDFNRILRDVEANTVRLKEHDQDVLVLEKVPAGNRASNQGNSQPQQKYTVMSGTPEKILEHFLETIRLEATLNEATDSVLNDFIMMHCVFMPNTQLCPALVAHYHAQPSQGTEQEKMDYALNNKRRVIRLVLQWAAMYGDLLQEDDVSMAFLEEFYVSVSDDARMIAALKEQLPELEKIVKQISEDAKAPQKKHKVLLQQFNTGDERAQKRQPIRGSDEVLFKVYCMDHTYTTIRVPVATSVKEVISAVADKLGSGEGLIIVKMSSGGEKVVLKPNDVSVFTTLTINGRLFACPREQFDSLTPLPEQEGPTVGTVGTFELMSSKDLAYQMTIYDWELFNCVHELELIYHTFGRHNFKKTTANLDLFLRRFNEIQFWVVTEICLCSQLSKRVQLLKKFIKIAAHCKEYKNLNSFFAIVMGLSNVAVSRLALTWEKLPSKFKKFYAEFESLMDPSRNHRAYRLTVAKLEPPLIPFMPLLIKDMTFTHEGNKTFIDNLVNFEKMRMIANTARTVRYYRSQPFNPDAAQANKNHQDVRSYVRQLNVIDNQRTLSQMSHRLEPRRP
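Exchange assay: 100 nM EPAC2 with 250 nM Rap1B-BODIPY-GDP and 50 uM GDP. Fluorescence (ex 480/em 540 nm) read every 5 min for 30 min at room temperature. Data normalized to 6.5 mM cAMP as agonist control.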
A549 tox: counter-screen for Nrf2 inhibitors: cytotoxicity in A549 cells | A549 ARE-Fluc cells, CellTiter-Fluor viability, 18-24 h | Potency, µM (titrated, usually from 46 µM), for the others: at the highest dose activity change, negative = cytotoxicity, most hits filed as inhibitors | 390,000 tested, 0.16% active | AID 504648; note: potency is the fitted concentration of half-maximal effect; % is set by controls: 0 for no effect and ±100 for the full control effect
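A549 ARE_Fluc cells in 5% FBS OPTI-MEM were exposed to compounds in concentration-response for 18-24 h at 37 deg C. Viability was read by CellTiter-Fluor fluorescence (Ex 405/Em 525) after 30 min, before the luciferase read.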
EPAC2 antag: antagonists of human EPAC2; Q8WZA2; 360,000 tested, 0.18% active; Potency, µM (series often up to 114 µM), for inactives: top-dose activity, negative = inhibition, usual class: inhibitors; EPAC2 GEF exchange of Rap1B-BODIPY-GDP, fluorescence; note: potency is the fitted concentration of half-maximal effect; % is set by controls: 0 for no effect and ±100 for the full control effect; nearly all actives have a fitted effect of over 45% in size; many of its hits are not listed in these tables
Akt phos inh: blocks phosphorylation of Akt. 360,000 tested, 0.32% active. AID 651550. Neuro2A IGF-stimulated pAkt S473 HTRF, 20 min; active compounds read low. activity change, % for hits at 50 µM; in the data active = activity change below about -80%; inconclusive = mostly about -51% to -80%; note: % is set by controls: 0 for no effect and ±100 for the full control effect
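Neuro2A cells in DMEM with 0.5% FBS, overnight at 37 deg C, given compound at single 50 µM final, then IGF (6 nM final) for 20 min at 37 deg C. Lysed; phospho-Akt Ser473 by HTRF after 24 h, 665/615 ratio.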
Numbers without * were called inactive; i = inactive; ? = inconclusive; · = no result given; [ ] = dose if it differs, or a comment. Unless noted, calls come from the whole dose curve; as a rule, active = well fitted curve in the direction sought with a large enough effect; inconclusive = small, poorly fitted or top-dose-only effect, or another doubt; inactive = no such curve, though single readings can be large; an effect the other way counts as inactive or inconclusive. A portion of the library. The share of hits here may be higher or lower than overall.

No.	Molecule	CCT chaperon mod	Nrf2 activator	TGFb SMAD3 inh	MmCpn inh	Nrf2 block	EPAC2 ag	A549 tox	EPAC2 antag	Akt phos inh
1	N#Cc1ccc(Cn2cc(C(=O)c3ccco3)c3ccccc32)cc1	3.5	3.9%	-3%	-2%	?	8%	-14%	-3%	i
2	COC(=O)c1ccc(CN2CCSC2=N)cc1	-0.6	-0.1%	24%	-3%	-5%	13%	0%	-9%	i
3	Cc1cc(N2CCCCC2)nc2ccc(NC(=O)/C=C/c3ccc(OC(C)C)cc3)cc12	·	0.4%	?	·	?	·	-9%	·	·
4	CCCCc1nn2c(=O)cc(COC(=O)Cc3ccccc3)nc2s1	·	0.3%	?	·	14%	·	1%	·	·
5	C[N+]1(CC(COCc2ccccc2)OC(=O)Cc2ccccc2)CCOCC1 (stereo unspecified)	-1.7	0.7%[9.22 µM]	-3%	-2%	2%	17%	8%	5%	i
6	CCCCn1nnnc1C(c1ccccc1)N1CCC2(CC1)C(=O)NCN2c1ccccc1 (stereo unspecified)	-0.4	0.1%	?	·	·	3%	·	-10%	i
7	C=C1C2C[C@H](O)C(C)(C)[C@@]2(O)[C@H](O)C[C@]23C[C@@](C)(O)[C@H](CC[C@H]12)[C@H]3OC(C)=O (stereo partly specified)	-0.5	-0.1%	15%	2%	-4%	5%	2%	9%	i
8	[O-]c1ccccc1-[n+]1c(-c2ccccc2)cc(-c2ccccc2)cc1-c1ccccc1	-3.5	11%	?	-2%	?	9%	?	5%	i
9	O=C/C=C/c1ccccc1	-0.9	0.1%	0%	1%	3%	7%	1%	-7%	i
10	Cc1ccc(-n2c(O)c(/C=N/NC(=O)c3ccncc3)c(=O)[nH]c2=O)cc1C	3.8	6.6%	11%	3%	13%	5%	0%	8%	i
11	Cc1ccc(C(=O)COC(=O)Cc2ccccc2)cc1	-2.8	2.1%	-16%	-2%	-2%	18%	1%	0%	i
12	CNCCc1c[nH]c2ccc(O)cc12	-0.6	0.2%	3%	·	-10%	2%	-4%	-2%	i
13	Cc1cccc(C)c1N1CCN(c2c(C)cccc2C)CC1	2.0	-0.1%	7%	0%	0%	-2%	0%	0%	i
14	Cc1oc(-c2ccc(Cl)cc2)nc1CN1CCC(C(=O)NCCCN2CCN(c3cccc(Cl)c3)CC2)CC1	·	3.7%	16µM*	·	?	·	-9%	·	·
15	CCCc1nc2ccccc2c(=O)n1-c1cccc(OC)c1	-4.4	2.1%	1%	1%	-4%	8%	-18%	-9%	i
16	Cc1nn(C)cc1/C=C1/CC2C3CC=C4CC(O)CCC4(C)C3CCC2(C)C1=O (stereo unspecified)	-0.6	0.1%	4%	·	15%	0%	16%	-3%	i
17	COc1ccc2c(c1)CC1(CN2C)C(=O)NC(=O)N(c2ccc(C)cc2)C1=O (stereo unspecified)	-7.1	1.7%	32%[activator]	0%	29%	6%	-3%	2%	i
18	CC12C(C(=O)O)C1(c1ccccc1)C2C(=O)O (stereo unspecified)	-2.5	-0.9%	-7%	·	13%	3%	-2%	12%	i
19	CNC(=O)O/N=C(\N)Cc1csc2ccc(Cl)cc12	-0.5	7.0%	-8%	2%	3%	5%	-22%	-15%	i
20	O=c1c2ccccc2nc(CNc2ccccc2)n1-c1ccccc1	0.5	4.2%	-14%	1%	-1%	4%	1%	5%	i
21	O=C(Nc1ccc(Cl)c(Cl)c1)c1ccco1	-0.9	?	-22%	1%	?	4%	-8%	-3%	i
22	CC(=O)C12CC(C)=C(C)CC1CC1C3CCC4=CC(=O)CCC4(C)C3CCC12C (stereo unspecified)	1.3	1.9%	-16%	·	?	8%	8%	-19%	i
23	CCOc1ccc(-c2cc(C(=O)N3CCN(S(=O)(=O)c4cc(Cl)ccc4OC)CC3)[nH]n2)cc1	·	0.3%	-30%	·	?	·	-15%	·	·
24	Cc1[nH]c2ccc(O)cc2c1CCN	-0.6	-0.2%	3%	-1%	-5%	1%	-2%	-5%	i
25	O=C(NCCCN1CCOCC1)C(Cl)(Cl)Cl	2.7	-0.4%	10%	0%	5%	4%	1%	1%	i
26	COc1ccc(C(Nc2ccccc2)P(=O)(Oc2ccccc2)Oc2ccccc2)cc1 (stereo unspecified)	1.6	-0.6%	?	2%	-1%	6%	8%	-1%	i
27	CCOP(=S)(OCC)SCC(=O)NC(C(=O)O)C(C)C (stereo unspecified)	-2.3	-0.3%	-1%	1%	?	-10%	13%	-11%	i
28	CN(C=O)CP(=O)(O)CN(C)C=O	-5.1	-0.9%	-6%	-4%	5%	0%[15.6 µM]	-3%	5%	·
29	CC(C)(C)OC(=O)c1c(N)n(Cc2ccco2)c2nc3ccccc3nc12	-4.2	4.8%	-5%	-5%	-19%	1%	-1%	-14%	i
30	CCCCNC(=O)c1c(N)n(Cc2ccc3c(c2)OCO3)c2nc3ccccc3nc12	-0.5	2.7%	-6%	-1%	-8%	10%	0%	1%	i

Record cards, from the list above.
CC(C)(C)OC(=O)c1c(N)n(Cc2ccco2)c2nc3ccccc3nc12 is entered as CCT chaperon mod = -4.2; Nrf2 activator = 4.8%; TGFb SMAD3 inh = -5%; MmCpn inh = -5%; Nrf2 block = -19%; EPAC2 ag = 1%; A549 tox = -1%; EPAC2 antag = -14%; Akt phos inh = i
CCOc1ccc(-c2cc(C(=O)N3CCN(S(=O)(=O)c4cc(Cl)ccc4OC)CC3)[nH]n2)cc1 is entered as CCT chaperon mod = ·; Nrf2 activator = 0.3%; TGFb SMAD3 inh = -30%; MmCpn inh = ·; Nrf2 block = ?; EPAC2 ag = ·; A549 tox = -15%; EPAC2 antag = ·; Akt phos inh = ·

Next part
No.	Molecule	CCT chaperon mod	Nrf2 activator	TGFb SMAD3 inh	MmCpn inh	Nrf2 block	EPAC2 ag	A549 tox	EPAC2 antag	Akt phos inh
31	CN(C)C(=O)Oc1ccc(Br)c2ccccc12	1.0	0.5%	2%	-16%	1%	-3%	2%	-17%	i
32	c1cncc(CNC2CCCC2)c1	-7.3	-0.2%	-2%	2%	12%	7%	-23%	8%	i
33	CC(C)c1ccc(OCC(=O)N2CCCN(C)CC2)cc1	-1.4	0.4%	5%	0%	12%	-2%	1%	-4%	i
34	O=C1NCN(c2ccccc2)C12CCN(C(c1ccccc1OC(F)(F)F)c1nnnn1C1CCCCC1)CC2 (stereo unspecified)	0.7	-0.7%	?	·	·	-3%	·	2%	i
35	N#CCCCCC#N	-2.0	-0.5%	-10%	-1%	0%	-1%	5%	-6%	i
36	O=c1c2ccccc2nc(CSc2ncnc3nc[nH]c23)n1-c1ccc(Cl)c(Cl)c1	-4.0	0.0%	-1%	2%	-1%	-6%	5%	11%	i
37	COc1ccc2nc3oc(C(=O)N4CCC5(CC4)OCCO5)cc3cc2c1	-0.4	2.7%	-1%	0%	18%	5%	1%	3%	i
38	Nc1ccncc1Cl	-1.8	-0.4%	-17%	2%	6%	2%	6%	0%	i
39	COC1=CC2C3Cc4ccc(OC)c(O)c4C2(CCN3C)CC1=O (stereo unspecified)	1.0	-0.7%	-7%	-2%	-3%	3%	2%	5%	i
40	COc1ccc(C2=CC(c3ccc(OC)c(OC)c3)c3c(c4ccccc4oc3=O)O2)cc1OC (stereo unspecified)	1.6	-0.9%	?	-17%	-12%	9%	-15%	3%	i
41	CCCCn1c(O)c(C(C)=Nc2ccc(OCC)cc2)c(=O)[nH]c1=O	-0.4	-1.0%	-12%	-1%	-7%	4%	-1%	7%	i
42	N[C@@H](Cc1c[nH]c2ccccc12)c1nnc(SCc2ccc(Cl)cc2)o1	-1.3	5.6%	?	-1%	-13%	10%	2%	-27%	i
43	O=C1CC(=O)N(Cc2ccccc2)C(=O)N1CCCCCCN1C(=O)CC(=O)N(Cc2ccccc2)C1=O	-2.3	0.5%	0%	1%	-4%	2%	1%	-5%	i
44	COc1cc2[nH]c(C(=O)N3CCC4(CC3)OCCO4)cc2c(OC)c1OC	-2.7	-0.1%	5%	1%	-7%	10%	14%	2%	i
45	CC(=NCc1cccnc1)c1c(O)n(-c2ccccc2)c(=O)[nH]c1=O	-1.5	0.0%	-30%	-6%	1%	-6%	-3%	6%	i
46	Nc1c(C(=O)NCc2ccco2)c2nc3ccccc3nc2n1Cc1ccccc1	-1.7	16%	11µM*	-4%	-6%	11%	?	-3%	i
47	Cc1ccc(CN2CCCN(Cc3ccccc3C)S2(=O)=O)cc1	0.3	-0.8%	0%	-4%	-30%	13%	7%	10%	i
48	C[C@H]1CN([C@@H](C)CO)C(=O)c2cc(NC(=O)C3CCCCC3)ccc2O[C@H]1CN(C)Cc1ccc(-c2ccccc2)cc1	-1.0	-0.6%	?	-3%	?	4%	-17%	-2%	i
49	CN(C)CCCN=Cc1c(O)n(Cc2ccco2)c(=O)[nH]c1=O	3.3	-0.5%	5%	2%	11%	11%	3%	22%	i
50	CCn1cc(C(=O)N2CCOCC2)c2ccccc21	-1.0	-0.3%	1%	2%	-2%	7%	-1%	3%	i
51	CCC(=NCC1CCCO1)c1c(O)[nH]c(=O)[nH]c1=O (stereo unspecified)	-2.5	-0.1%	-11%	-2%	8%	1%	-6%	4%	i
52	O=C(CN1CCCCC1)c1ccccc1F	-1.7	0.1%	-18%	0%	7%	5%	10%	6%	i
53	Cc1cc2ccccc2c(=O)n1CC(=O)NCC(=O)N1CCC2(CC1)OCCO2	-1.0	-0.9%	12%	6%	9%	11%	1%	-4%	i

Screening data deposited in PubChem by National Center for Advancing Translational Sciences (NCATS).
